Screening results as filed in PubChem.
BioA inh = M. tuberculosis BioA enzyme inhibitors, primary screen, biochemical, plate reader, single point, HTS | 7,8-diaminopelargonic acid synthase BioA (Mycobacterium tuberculosis) | purified M. tuberculosis BioA enzyme | inhibition, % at 9.99 µM | 360,000 compounds, 0.096% hits | AID 602481, 2012; in the data active means inhibition above about 40%
* hit, by the source's call.

Screening COC(=O)C[C@H]1C[C@@H]2c3cc(NC(=O)Nc4ccccc4F)ccc3O[C@@H]2[C@@H](CO)O1 returned BioA inh 1.9.
For C[C@H]1CN([C@@H](C)CO)C(=O)c2cc(NS(=O)(=O)c3ccc(Cl)cc3)ccc2O[C@H]1CN(C)Cc1ccncc1 the results were BioA inh -0.2.
For CN1C[C@@H]2[C@H](c3ccccc31)[C@H](CO)N2C(=O)Nc1ccccc1Cl the results were BioA inh -3.4.
For COc1ccc(S(=O)(=O)N(C)C[C@@H]2Oc3ccc(NC(=O)CCCN(C)C)cc3CC(=O)N([C@@H](C)CO)C[C@@H]2C)cc1 the results were BioA inh -1.7.
For C[C@@H]1CN([C@H](C)CO)S(=O)(=O)c2ccc(C#Cc3ccncc3)cc2O[C@H]1CN(C)S(=O)(=O)c1ccc(F)cc1 the results were BioA inh 0.0.
`CO[C@H]1CN(C)C(=O)c2cc(NC(=O)C3CC3)ccc2OC[C@H](C)N(CC2CCOCC2)C[C@@H]1C` gave BioA inh 0.9.
For CCCC#Cc1cnc2c(c1)C(=O)N([C@@H](C)CO)C[C@H](C)[C@H](CN(C)C(=O)C1CCOCC1)O2 the results were BioA inh -3.7.
`CO[C@H](CN(C)S(=O)(=O)c1ccc(C)cc1)[C@H](C)CN(C(=O)Nc1ccccc1F)[C@@H](C)CO` gave BioA inh 0.2.
Screening C[C@H]1CN([C@@H](C)CO)C(=O)c2cccc(N(C)C)c2O[C@H]1CN(C)Cc1ccc(C(=O)Nc2ccccc2N)cc1 returned BioA inh -1.2.
Screening CO[C@@H]1CN(C)C(=O)c2ccc(NC(=O)c3ccc(F)cc3)cc2OC[C@H](C)N(C(=O)c2ccc(F)cc2)C[C@@H]1C returned BioA inh 0.2.
For Cc1ccc(S(=O)(=O)Nc2ccc3c(c2)C(=O)N([C@H](C)CO)C[C@H](C)[C@@H](CN(C)C(=O)NC2CCCCC2)OCCCC[C@H](C)O3)cc1 the results were BioA inh 3.5.
Screening O=C(C[C@@H]1CC[C@@H](NC(=O)Cc2ccccn2)[C@@H](CO)O1)NCCc1ccncc1 returned BioA inh -0.9.
CCC(=O)N1C[C@H]2[C@@H](c3ccccc31)[C@@H](CO)N2C(=O)Nc1ccccc1F was read as BioA inh 0.1.
`C[C@H]1CN([C@@H](C)CO)C(=O)c2cccc(NC(=O)c3ccncc3)c2O[C@H]1CN(C)Cc1ccc(-c2ccccc2)cc1` gave BioA inh 1.8.
For CCCNC(=O)[C@H]1[C@H](CO)[C@H]2Cn3c(ccc(-c4ccc(F)cc4)c3=O)[C@@H]1N2CC the results were BioA inh -0.3.

10 neighbouring records from above:
Screening COC(=O)C[C@H]1C[C@@H]2c3cc(NC(=O)Nc4ccccc4F)ccc3O[C@@H]2[C@@H](CO)O1 returned BioA inh 1.9.
For C[C@H]1CN([C@@H](C)CO)C(=O)c2cc(NS(=O)(=O)c3ccc(Cl)cc3)ccc2O[C@H]1CN(C)Cc1ccncc1 the results were BioA inh -0.2.
For CN1C[C@@H]2[C@H](c3ccccc31)[C@H](CO)N2C(=O)Nc1ccccc1Cl the results were BioA inh -3.4.
For COc1ccc(S(=O)(=O)N(C)C[C@@H]2Oc3ccc(NC(=O)CCCN(C)C)cc3CC(=O)N([C@@H](C)CO)C[C@@H]2C)cc1 the results were BioA inh -1.7.
For C[C@@H]1CN([C@H](C)CO)S(=O)(=O)c2ccc(C#Cc3ccncc3)cc2O[C@H]1CN(C)S(=O)(=O)c1ccc(F)cc1 the results were BioA inh 0.0.
`CO[C@H]1CN(C)C(=O)c2cc(NC(=O)C3CC3)ccc2OC[C@H](C)N(CC2CCOCC2)C[C@@H]1C` gave BioA inh 0.9.
For CCCC#Cc1cnc2c(c1)C(=O)N([C@@H](C)CO)C[C@H](C)[C@H](CN(C)C(=O)C1CCOCC1)O2 the results were BioA inh -3.7.
`CO[C@H](CN(C)S(=O)(=O)c1ccc(C)cc1)[C@H](C)CN(C(=O)Nc1ccccc1F)[C@@H](C)CO` gave BioA inh 0.2.
Screening C[C@H]1CN([C@@H](C)CO)C(=O)c2cccc(N(C)C)c2O[C@H]1CN(C)Cc1ccc(C(=O)Nc2ccccc2N)cc1 returned BioA inh -1.2.
Screening CO[C@@H]1CN(C)C(=O)c2ccc(NC(=O)c3ccc(F)cc3)cc2OC[C@H](C)N(C(=O)c2ccc(F)cc2)C[C@@H]1C returned BioA inh 0.2.

Remaining list, next part
For Cc1ccc(-c2ccc3c(c2)O[C@@H](CN(C)C(=O)Nc2ccc(C(F)(F)F)cc2)[C@@H](C)CN([C@H](C)CO)S3(=O)=O)cc1 the results were BioA inh -2.3.
`COCC(=O)N1CCCCN2[C@H](CO)[C@H](c3ccc(-c4ccc(OC)cc4)cc3)[C@@H]2C1` gave BioA inh 1.9.
Screening C#Cc1ccc([C@H]2C=C(C(=O)O)O[C@@H](OCC)[C@@H]2CCCO)cc1 returned BioA inh -1.0.
For Cc1noc(C)c1S(=O)(=O)Nc1ccc2c(c1)C(=O)N([C@@H](C)CO)C[C@@H](C)[C@H](CN(C)C(=O)c1ccncc1)OCCCC[C@H](C)O2 the results were BioA inh -0.5.
`CCNC(=O)[C@@H]1[C@@H](CO)[C@@H]2Cn3c(ccc(-c4ccccc4F)c3=O)[C@@H]2N1C` gave BioA inh 0.9.
`COc1ccc(NC(=O)N(C)C[C@@H]2OCCCC[C@@H](C)Oc3ccc(NC(=O)NC4CCCCC4)cc3C(=O)N([C@@H](C)CO)C[C@H]2C)cc1` gave BioA inh 12.9.
CC(C)NC(=O)N(C)C[C@H]1Oc2ccc(NC(=O)Nc3ccc(C(F)(F)F)cc3)cc2CC(=O)N([C@H](C)CO)C[C@@H]1C was read as BioA inh 3.4.
For C[C@@H]1CN([C@@H](C)CO)C(=O)c2cccc(NC(=O)Nc3ccc(F)cc3)c2O[C@@H]1CN(C)S(=O)(=O)c1ccc(Cl)cc1 the results were BioA inh -0.8.
Screening O=C(NC1CCCCC1)[C@@H]1[C@@H](CO)[C@@H]2Cn3c(cccc3=O)[C@H]1N2Cc1cccnc1 returned BioA inh -0.1.
Screening O=C(C[C@@H]1C[C@H]2c3cc(NC(=O)C4CCC4)ccc3O[C@H]2[C@@H](CO)O1)NCC1CC1 returned BioA inh -1.8.
`C[C@H](CO)N1C[C@H](C)[C@H](CN(C)CC2CC2)OCCCC[C@H](C)Oc2ccc(NS(=O)(=O)c3ccccc3)cc2C1=O` gave BioA inh -1.2.
For COc1ccc(S(=O)(=O)Nc2ccc3c(c2)C(=O)N([C@H](C)CO)C[C@@H](C)[C@H](CN(C)S(=O)(=O)c2ccc(F)cc2)OCCCC[C@H](C)O3)cc1 the results were BioA inh -1.6.
For C[C@@H]1CN([C@H](C)CO)C(=O)c2cc(-c3cccc(C(=O)N(C)C)c3)cnc2O[C@H]1CN(C)S(=O)(=O)c1ccc(F)cc1 the results were BioA inh 3.3.
CCCC#Cc1cnc2c(c1)C(=O)N([C@@H](C)CO)C[C@@H](C)[C@@H](CN(C)C(=O)c1ccc3c(c1)OCO3)O2 was read as BioA inh 3.0.
C[C@@H](O)C#Cc1ccc([C@H]2[C@H]3CN(C(=O)c4ccncc4)CCCCN3[C@H]2CO)cc1 was read as BioA inh -2.8.
Screening C[C@H]1CN([C@@H](C)CO)C(=O)Cc2cc(NS(=O)(=O)c3ccc(F)cc3)ccc2O[C@H]1CN(C)S(=O)(=O)c1cn(C)cn1 returned BioA inh -2.2.
For C/C=C/c1cnc2c(c1)C(=O)N([C@H](C)CO)C[C@H](C)[C@H](CN(C)S(=O)(=O)c1ccccc1F)O2 the results were BioA inh -0.4.
CC=Cc1ccc2n(c1=O)C[C@@H]1[C@@H](CO)[C@H](C(=O)NCC(F)(F)F)[C@H]2N1C(=O)C1CCCCC1 (mixture of isomers) was read as BioA inh -1.2.
For C[C@H]1CN([C@@H](C)CO)C(=O)Cc2cc(NS(C)(=O)=O)ccc2O[C@H]1CN(C)Cc1ccc(-c2ccccc2)cc1 the results were BioA inh 2.2.
For O=C(N[C@H]1C=C[C@@H](CC(=O)N2CCOCC2)O[C@H]1CO)c1ccccn1 the results were BioA inh -3.6.
COc1ccc(S(=O)(=O)N(C)C[C@@H]2Oc3ccc(NC(=O)C4CCCCC4)cc3CC(=O)N([C@H](C)CO)C[C@H]2C)cc1 was read as BioA inh 2.1.
`CCC(=O)Nc1ccc2c(c1)OC[C@H](C)N(C(=O)C1CC1)C[C@@H](C)[C@@H](OC)CN(C)C2=O` gave BioA inh 0.2.
`O=C(CCN1CCCCC1)NCC[C@@H]1CC[C@H](NS(=O)(=O)c2cccc(Cl)c2)[C@H](CO)O1` gave BioA inh 0.4.
`C[C@H](CO)N1C[C@H](C)[C@@H](CN(C)S(=O)(=O)c2cn(C)cn2)Oc2ccc(NS(=O)(=O)c3cn(C)cn3)cc2CC1=O` gave BioA inh -1.3.
`CC(C)C#Cc1ccc2c(c1)O[C@@H](CN(C)Cc1cccnc1)[C@@H](C)CN([C@@H](C)CO)S2(=O)=O` gave BioA inh 1.6.
Screening C[C@H](CO)N1C[C@H](C)[C@H](CN(C)C)Oc2cc(-c3ccc(C#N)cc3)ccc2S1(=O)=O returned BioA inh 0.8.
`C/C=C/c1ccc([C@H]2[C@@H](CN(C)S(C)(=O)=O)N(C(C)=O)[C@H]2CO)cc1` gave BioA inh -3.8.
For O=C(C[C@H]1C=C[C@@H](NC(=O)c2ccc3c(c2)OCO3)[C@H](CO)O1)NCc1ccc(F)cc1 the results were BioA inh -0.5.
O=C(C[C@@H]1C=C[C@H](NC(=O)c2ccncc2)[C@H](CO)O1)Nc1ccc(-c2ccccc2)cc1 was read as BioA inh 4.2.
Screening C[C@@H]1CN([C@H](C)CO)C(=O)Cc2cc(NS(=O)(=O)c3ccccc3)ccc2O[C@@H]1CN(C)S(=O)(=O)c1cn(C)cn1 returned BioA inh -3.4.
Cc1noc(C)c1S(=O)(=O)Nc1ccc2c(c1)C(=O)N([C@H](C)CO)C[C@H](C)[C@H](CN(C)S(=O)(=O)c1c(C)noc1C)OCCCC[C@@H](C)O2 was read as BioA inh -1.9.
COc1ccc(S(=O)(=O)N2CC[C@@H]3[C@H](CO)N(C)c4ccc(-c5ccccc5F)cc4[C@@H]32)cc1 was read as BioA inh -2.9.
COc1ccc(S(=O)(=O)N(C)C[C@@H]2OCCCC[C@@H](C)Oc3ccc(NC(=O)C4CCCCC4)cc3C(=O)N([C@H](C)CO)C[C@H]2C)cc1 was read as BioA inh -2.9.
For Cc1ccc(S(=O)(=O)N(C)C[C@@H]2Oc3c(NC(=O)Nc4cccc5ccccc45)cccc3C(=O)N([C@H](C)CO)C[C@H]2C)cc1 the results were BioA inh 0.8.
Screening C[C@H](CO)N1C[C@H](C)[C@H](CN(C)S(=O)(=O)c2ccc(F)cc2)Oc2ccc(NC(=O)Nc3ccc(F)cc3)cc2CC1=O returned BioA inh -0.4.
For C/C=C/c1ccc([C@@H]2[C@H](CO)N3CCCCN(S(=O)(=O)c4ccc(OC)cc4)C[C@@H]23)cc1 the results were BioA inh 4.9.
COc1cccc(NC(=O)N[C@@H]2CC[C@H](CC(=O)NCc3ccccn3)O[C@@H]2CO)c1 was read as BioA inh -3.2.
`C[C@H]1CCCCO[C@@H](CN(C)S(=O)(=O)c2cn(C)cn2)[C@@H](C)CN([C@@H](C)CO)C(=O)c2cc(NC(=O)CCC(F)(F)F)ccc2O1` gave BioA inh -2.7.
Screening COc1cccc(S(=O)(=O)Nc2ccc3c(c2)C(=O)N(C)C[C@@H](OC)[C@H](C)CN[C@@H](C)CO3)c1 returned BioA inh -0.1.
`Cc1nn(C)cc1NC(=O)C[C@@H]1CC[C@H]2[C@@H](COc3ccc(NC(=O)c4cccc(F)c4)cc3C(=O)N2C)O1` gave BioA inh 2.6.
For Cc1noc(C)c1S(=O)(=O)Nc1ccc2c(c1)C(=O)N([C@@H](C)CO)C[C@H](C)[C@H](CN(C)C(=O)Nc1cccc3ccccc13)O2 the results were BioA inh -0.8.
Screening Cc1noc(C)c1S(=O)(=O)Nc1cccc2c1O[C@@H](CN(C)C(=O)Nc1ccc(C(F)(F)F)cc1)[C@@H](C)CN([C@H](C)CO)C2=O returned BioA inh 7.6.
Screening C[C@@H]1CN([C@H](C)CO)C(=O)Cc2cc(NC(=O)NC3CCCCC3)ccc2O[C@@H]1CN(C)C(=O)Nc1ccc2c(c1)OCO2 returned BioA inh 0.1.
Screening CCCNC(=O)N1C[C@H](C)[C@H](OC)CN(C)C(=O)c2cc(NS(=O)(=O)CC)ccc2OC[C@@H]1C returned BioA inh -3.3.
Screening C[C@H]1CN([C@@H](C)CO)C(=O)c2cc(NC(=O)Nc3ccc(F)cc3)ccc2O[C@@H]1CN(C)Cc1ccccc1 returned BioA inh -2.0.
N#C[C@@H]1[C@@H](c2ccc(C3=CCCC3)cc2)[C@@H](CO)N1C(=O)C1CCC1 was read as BioA inh -1.6.
C/C=C/c1ccc([C@@H]2[C@@H](CO)N3CCCCN(C(=O)Nc4ccc(F)cc4)C[C@@H]23)cc1 was read as BioA inh -2.9.
`C[C@H](CO)N1C[C@H](C)[C@@H](CN(C)C(=O)Nc2ccc3c(c2)OCO3)Oc2ccc(NC(=O)Nc3cccc4ccccc34)cc2C1=O` gave BioA inh -1.4.
For O=C(C[C@H]1C[C@H]2c3cc(NC(=O)NC4CCCC4)ccc3O[C@H]2[C@@H](CO)O1)NCc1ccncc1 the results were BioA inh 0.0.
Screening O=C(C[C@@H]1C=C[C@H](NC(=O)Nc2ccccc2)[C@@H](CO)O1)NCc1cccc(F)c1 returned BioA inh -1.0.
COc1ccc(C#Cc2cnc3c(c2)C(=O)N([C@@H](C)CO)C[C@H](C)[C@H](CN(C)C(=O)CC2CC2)O3)cc1 was read as BioA inh 0.5.
Screening CO[C@H]1CN(C)C(=O)c2ccc(NS(=O)(=O)c3cccc(F)c3)cc2OC[C@@H](C)NC[C@@H]1C returned BioA inh 1.2.
`O=C(c1cccnc1)N1CCCCN2[C@H](C1)[C@H](c1ccc(C#Cc3ccccc3)cc1)[C@@H]2CO` gave BioA inh 2.0.
O=C(c1cccnc1)N1C[C@H]2[C@@H](c3ccccc31)[C@H](CO)N2C(=O)C1CCCC1 was read as BioA inh -3.2.
`COc1ccc(S(=O)(=O)N[C@@H]2C=C[C@H](CC(=O)N3CCC(Cc4ccccc4)CC3)O[C@H]2CO)cc1` gave BioA inh 1.7.

Not all compounds are listed; rates above refer to the full screens.
